Bioassay records deposited in PubChem BioAssay by The Scripps Research Institute Molecular Screening Center.
OXTR agonist – human OXTR agonists, primary screen, fluorescence, CHO-OTR cells, Fluo-8 calcium; Oxytocin receptor (Homo sapiens), P30559; Fluo-8 calcium fluorescence; normalized: DMSO 0%, oxytocin 100%; activation, % at 3 µM; 0.32% of 320,000 active; AID 2435, 2010;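 active = activation above the mean of all tested compounds plus 3 SD, cutoff set per screening run, cut at about 20% in these data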;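 note: peak over basal fluorescence ratio from a 100 s FLIPR kinetic read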
CHO-K1 Ca antag – nonselective inhibitor or artifact in parental CHO-K1 cells. ATP-induced calcium, Fluo-8 fluorescence. inhibition, % at 3 µM. 0.6% of 360,000 active. AID 602250;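 active = inhibition above a per-plate cutoff, the plate's mean sample inhibition plus 3 SD, cut at about 24% in these data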;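 note: 0% = DMSO plus EC80 ATP and 100% = DMSO alone without ATP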
OXTR potentiate – human OXTR potentiators, primary screen, fluorescence, CHO-OTR cells, Fluo-8 calcium; Oxytocin receptor (Homo sapiens), P30559; Fluo-8 calcium fluorescence, potentiator mode; 0% = oxytocin EC15, 100% = EC100; activation, % at 3 µM; 0.061% of 320,000 active; AID 2445, 2010;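 active = activation above that plate's cutoff, the mean activation of tested compounds plus 3 SD, cut at about 6.6% in these data, passing the limit was not always enough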;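 note: 100% uses oxytocin at 75 nM as the full agonist control; some results filed as inactive read as strong as hits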
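Replication – single well per compound, singlicate · Assay system – CHO cell line stably expressing human OTR · Timing – 6 min pre-incubation, 100 s read · Measure – normalized max/min fluorescence ratio, % activation · Doses – 3.0 µM, one dose · Detection – Fluo-8 calcium dye fluorescence · Probe or stimulus – oxytocin near EC15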
TAAR1 antagonist – human TAAR1 antagonists, primary screen, Fluo-8 calcium fluorescence, CHO RD-HGA16 cells. Trace amine-associated receptor 1 (Homo sapiens), Q96RJ0. antagonist. inhibition, % at 3 µM. 1.5% of 360,000 active;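 active = inhibition above a per-plate cutoff, the mean inhibition of test compounds on that plate plus 3 SD, cut at about 49% in these data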;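 note: 0% = DMSO plus EC80 beta-PEA response and 100% = DMSO alone without agonist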
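Test system: CHO RD-HGA16 cells bearing hTAAR1 | Reagent: β-PEA, EC80 | Compound dosing: 3 µM, single point | Schedule: Dye loading 75 min at 37 °C, then 30 min room temperature | Signal: Calcium fluorescence with Fluo-8 | Evaluation: Percent inhibition of PEA-evoked calcium signal, max/basal emission ratio | Control set: DMSO-only wells and EC80 β-PEA-stimulated wells | Repeats: Singlicate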
CHO parental Ca – ATP-evoked calcium signal inhibitors, parental CHO, primary screen, counter-screen for OX1R antagonist project, cell-based, fluorescence, Fluo-8 calcium dye; parental CHO-K1, ATP-induced calcium, Fluo-8 fluorescence; inhibition, % at 5.6 µM; 0.63% of 330,000 active;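 active = inhibition above that plate's mean sample inhibition plus 3 SD, cut at about 26% in these data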;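 note: 0% = ATP-challenged DMSO wells and 100% = DMSO wells without ATP; some compounds past the cut are filed as inactive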
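material = parental CHO cells | also added = ATP as calcium-mobilizing challenge | dosing = single point at 5.6 µM | detection = intracellular calcium via Fluo-8 no-wash fluorescent dye | read-out = % inhibition | benchmarks = low control ATP plus DMSO, high control DMSO only | repeats = one well per compound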
V1aR counter – agonists of human V1a receptor, primary screen, counter-screen for OXTR agonist project, fluorescence, CHO-V1R cells; Vasopressin V1a receptor (Homo sapiens), P37288; Fluo-8 calcium fluorescence, agonist mode; 0% DMSO, 100% 3 nM vasopressin; activation, % at 3 µM; 0.25% of 320,000 active;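 active = activation above the mean activation of all tested compounds plus 3 SD, per screening run, cut at about 20% in these data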;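 note: signal is peak over basal fluorescence ratio across a 100 second FLIPR read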
Target sequence (P37288 whole entry, looked up): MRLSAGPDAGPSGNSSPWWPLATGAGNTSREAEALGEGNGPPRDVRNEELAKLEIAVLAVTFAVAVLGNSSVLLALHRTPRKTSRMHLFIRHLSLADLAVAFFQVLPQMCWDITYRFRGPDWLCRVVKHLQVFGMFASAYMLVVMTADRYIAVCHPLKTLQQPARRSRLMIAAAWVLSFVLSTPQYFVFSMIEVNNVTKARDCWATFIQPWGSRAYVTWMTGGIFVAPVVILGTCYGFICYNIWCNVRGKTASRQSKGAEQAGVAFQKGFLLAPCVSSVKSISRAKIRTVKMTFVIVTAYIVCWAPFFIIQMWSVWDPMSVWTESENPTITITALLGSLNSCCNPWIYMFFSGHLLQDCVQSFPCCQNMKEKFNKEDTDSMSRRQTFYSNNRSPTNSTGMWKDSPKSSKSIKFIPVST
M1 ag parental – counter-screen for M1 agonists: effect in parental CHO-K1 cells | Fluo-8 calcium fluorescence; scaled to maximal ATP response, vehicle zero | activation, % at 3 µM | 0.48% of 360,000 active; in the data active = activation above about 15%;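 note: untransfected CHO-K1 host cells lacking M1 receptor as counterscreen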
CHO-K1 Ca PAM – nonselective calcium activators in parental CHO-K1 cells, primary screen, counter-screen for M1 PAM project, cell-based, Fluo-8 calcium fluorescence, full deck, 1536-well | activation, % at 3 µM | ATP EC20; 0% at ATP EC20, 100% at ATP max | 0.02% of 360,000 active;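 active = activation above the run cutoff, the mean activation of all test compounds plus 3 SD, cut at about 40% in these data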;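 note: peak over basal fluorescence ratio in a 140 s read after ATP addition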
GPR7 antagonist – GPR7 receptor antagonists, primary screen, cell-based, fluorescence, single concentration; GPR7-expressing cells, fluorescence antagonist assay; 1.1% of 290,000 active; inhibition, % at 4.4 µM; AID 1861, 2009; Neuropeptides B/W receptor type 1 (Homo sapiens), P48145; in the data active = inhibition above about 16%, passing the limit was not always enough;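 note: cells stimulated with the agonist NPW; 0% = agonist with vehicle and 100% = vehicle without agonist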
Target sequence (P48145 whole entry, looked up): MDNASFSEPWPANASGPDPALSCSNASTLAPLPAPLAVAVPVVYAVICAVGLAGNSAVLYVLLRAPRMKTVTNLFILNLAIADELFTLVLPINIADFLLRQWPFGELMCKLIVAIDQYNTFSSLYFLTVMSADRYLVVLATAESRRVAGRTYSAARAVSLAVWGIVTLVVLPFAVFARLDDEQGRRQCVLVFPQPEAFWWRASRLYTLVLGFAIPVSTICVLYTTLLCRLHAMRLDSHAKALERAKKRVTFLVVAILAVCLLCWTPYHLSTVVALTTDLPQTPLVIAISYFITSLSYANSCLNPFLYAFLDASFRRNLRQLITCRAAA
Active calls of the source: *; · = no result given.

molecule,OXTR agonist,CHO-K1 Ca antag,OXTR potentiate,TAAR1 antagonist,CHO parental Ca,V1aR counter,M1 ag parental,CHO-K1 Ca PAM,GPR7 antagonist
Cc1cc2n(n1)C(c1cn(-c3ccccc3)nc1C)Nc1ccccc1-2 (stereo unspecified),-0.9,3,0,-9,-6,-0.3,-0.6,-4,-4
CC1CCCC(C)N1CC(O)COc1c(F)cc(Br)cc1F (stereo unspecified),-0.1,3,-4,13,-5,0.9,5.7,18,2
COC(=O)C(C#N)(CCC(=O)c1ccccc1)CCC(=O)c1ccccc1,·,3,·,-12,·,·,-0.3,13,·
COc1ccc(OC)c(NC(=O)c2cc(-c3cc(C)cc(C)c3O)n[nH]2)c1,-0.2,-1,-18,-8,-17,-0.2,0.4,-6,-11
Cc1cc(C)n(-c2nc3c(c(=O)n(C)c(=O)n3C)n2Cc2cccc(Br)c2)n1,·,-1,·,1,·,·,0.4,-9,·
CCOC(=O)c1c(-c2cccs2)csc1NC(=O)c1ccncc1,0.5,15,-1,8,-11,-0.7,-0.3,-4,-14
CCc1[nH]nc(C(=O)NC2CCCN(Cc3ccccc3F)C2)c1C (stereo unspecified),-0.4,-1,-2,-3,3,0.7,0.5,-9,1
COC/C=C/C1=CC2=CC(=O)C(C)(OC(=O)c3cnc4ccccc4n3)C(=O)C2=CN1c1cccc(C#N)c1 (stereo unspecified),-1.2,·,0,·,1,-0.1,·,·,·
CCOC(=O)C1CCCN(c2c(NCCCN(CC)c3ccccc3)c(=O)c2=O)C1 (stereo unspecified),0.6,-8,-3,5,-14,-0.1,2.0,16,-7
O=C(CN1CCN(CC(=O)Nc2ccc3c(c2)OC2(CCCCC2)O3)CC1)Nc1cccc(F)c1,·,-8,·,14,·,·,0.6,-8,·
Cc1cc(C)c(C#N)c(SCc2nc3ccccc3c(=O)[nH]2)n1,-0.1,10,3,6,-20,0.8,0.0,-7,-20
CCOc1ccccc1NC(=O)N1CCCC(c2nc3c(nnn3Cc3ccc(C)cc3)c(=O)[nH]2)C1 (stereo unspecified),-1.3,-19,-4,-22,-27,-0.2,0.7,19,-2
CC(C)CCN1CCN(C2CSCCSC2)CC1CCO (stereo unspecified),0.4,-2,3,-13,-12,0.4,-0.2,-10,-2
O=C(c1ccc(Cl)nc1)N1CCN(S(=O)(=O)c2ccc3c(c2)OCCO3)CC1,0.1,-13,-7,-2,-17,-0.3,0.8,4,·
Cc1ccc(C(=O)Nc2ccc3nc(C)sc3c2)s1,-1.4,0,-13,-1,-10,-0.3,0.3,10,-2
CN1CCN(c2nc3ccccn3c(=O)c2/C=C(\C#N)S(=O)(=O)c2ccccc2)CC1,0.7,1,0,-24,-15,0.4,0.6,2,-14
CCCc1cc(=O)[nH]c(SCc2cccc(C)c2)n1,-2.4,-16,1,-2,-13,-1.2,0.7,29,4
Cc1ccc(C(=O)NCc2ccc(F)cc2)cc1NC1=NC2CS(=O)(=O)CC2S1 (stereo unspecified),0.2,-2,-6,-11,5,0.9,0.0,18,-1
Cn1c(CSCc2ccccc2Cl)nnc1SCC(=O)Nc1nccs1,12,-10,-22,19,-10,14,6.9,18,3
Nc1ccccc1Oc1ccc2ccccc2c1,-2.6,7,0,-3,-5,-1.1,-0.6,-15,-3
CCCCOc1ccccc1NC(=O)c1ccc(=O)[nH]c1,0.0,-20,-2,4,-2,-0.1,1.0,18,-9
O=C(Cc1cccc(NC(=O)C2CCCN(C(=O)C3CC3)C2)c1)Nc1ccc(C(=O)N2CCCCC2)cc1 (stereo unspecified),·,-4,·,-20,·,·,0.2,-4,·
C/C(=N\NC(=O)c1nnn(-c2nonc2N)c1COc1ccc(F)cc1)c1ccc(Cl)cc1,-0.1,-8,1,18,-10,-0.2,0.5,6,-14
COc1ccc(CN2C3CCCC2CC(NC(=O)Nc2cccc(C)c2)C3)cc1 (stereo unspecified),9.8,-11,-14,2,-13,5.5,1.7,11,-7
CC(NC(=O)COc1ccccc1-c1ccccc1)c1ccccc1 (stereo unspecified),-1.2,1,-17,30,-14,-0.2,0.9,-7,-15

Single records, from the list above.
`CCCc1cc(=O)[nH]c(SCc2cccc(C)c2)n1` reads OXTR agonist = -2.4; CHO-K1 Ca antag = -16; OXTR potentiate = 1; TAAR1 antagonist = -2; CHO parental Ca = -13; V1aR counter = -1.2; M1 ag parental = 0.7; CHO-K1 Ca PAM = 29; GPR7 antagonist = 4
`Cc1ccc(C(=O)Nc2ccc3nc(C)sc3c2)s1` reads OXTR agonist = -1.4; CHO-K1 Ca antag = 0; OXTR potentiate = -13; TAAR1 antagonist = -1; CHO parental Ca = -10; V1aR counter = -0.3; M1 ag parental = 0.3; CHO-K1 Ca PAM = 10; GPR7 antagonist = -2

Returning to the listing with the six entries that preceded the break.
molecule,OXTR agonist,CHO-K1 Ca antag,OXTR potentiate,TAAR1 antagonist,CHO parental Ca,V1aR counter,M1 ag parental,CHO-K1 Ca PAM,GPR7 antagonist
Nc1ccccc1Oc1ccc2ccccc2c1,-2.6,7,0,-3,-5,-1.1,-0.6,-15,-3
CCCCOc1ccccc1NC(=O)c1ccc(=O)[nH]c1,0.0,-20,-2,4,-2,-0.1,1.0,18,-9
O=C(Cc1cccc(NC(=O)C2CCCN(C(=O)C3CC3)C2)c1)Nc1ccc(C(=O)N2CCCCC2)cc1 (stereo unspecified),·,-4,·,-20,·,·,0.2,-4,·
C/C(=N\NC(=O)c1nnn(-c2nonc2N)c1COc1ccc(F)cc1)c1ccc(Cl)cc1,-0.1,-8,1,18,-10,-0.2,0.5,6,-14
COc1ccc(CN2C3CCCC2CC(NC(=O)Nc2cccc(C)c2)C3)cc1 (stereo unspecified),9.8,-11,-14,2,-13,5.5,1.7,11,-7
CC(NC(=O)COc1ccccc1-c1ccccc1)c1ccccc1 (stereo unspecified),-1.2,1,-17,30,-14,-0.2,0.9,-7,-15
COc1cc(C(=O)OCC(=O)NCc2ccccc2)cc(NC(=O)c2ccco2)c1OC,-1.4,21,-11,4,-24,-1.5,0.2,-8,9
COc1ccc(OC(C)C(=O)N(C)Cc2nc(-c3cccc(C)c3)no2)cc1 (stereo unspecified),4.7,-2,-7,-2,-10,6.3,7.6,0,-11
Cc1[nH]n(-c2ccccc2)c(=O)c1/C=N/Nc1nncc(-c2ccccc2)n1,-1.6,-18,-3,0,-14,-1.1,0.7,11,0
Cc1c(C)n(C(=O)CN2CCN(c3ccccn3)CC2)c2ccccc12,0.0,-6,-11,23,-15,1.1,1.2,15,-1
CCOC(=O)[C@]12CCC=C1N(Cc1ccco1)C(=O)[C@H](CC(=O)NCc1ccc(C)o1)C2,·,-18,·,-33,·,·,0.4,13,·
OCCC#Cc1ccc(CN2CCN(C3CCCCC3)C(CCO)C2)cc1 (stereo unspecified),1.0,-6,-6,-11,-2,-0.3,0.3,14,-4
CCCCN(C(=O)c1cc(CC)c(C)s1)c1c(N)n(CCC)c(=O)[nH]c1=O,0.5,18,2,-6,-17,0.5,5.9,-10,·
COCCCNC(=O)CSc1ccsc1[N+](=O)[O-],0.0,-7,2,9,-4,-0.7,0.8,26,-6
Cc1ccc(-c2ccc(/C=N/O)o2)cc1[N+](=O)[O-],-1.2,-5,-6,0,15,-1.3,0.7,-9,-5
Cc1cccc(C)c1OCCCCN1CCCCC1,1.2,-1,-2,-28,-8,0.4,0.0,-14,-19
CCOC(=O)N1CCN(C(=O)CN(c2ccccc2)S(C)(=O)=O)CC1,0.2,-4,1,9,-3,0.8,0.5,12,-5
O=C(NCCCn1ccnc1)/C(=C/c1ccc(F)cc1)NC(=O)c1ccccc1,-0.7,-3,0,2,13,-0.3,0.8,2,-18
Cc1cc(NN)nc2ccc(Cl)cc12,0.8,-17,-4,-17,-10,-1.0,-0.2,10,-13
CC(C)c1onc(C(=O)Nc2sc3c(c2C#N)CCC3)c1[N+](=O)[O-],-0.2,-1,-14,0,-2,0.3,1.6,17,-11
C=C(C)CCC(C)N1CCC(n2nccc2NC(=O)CCOc2ccccc2)CC1 (stereo unspecified),-0.9,-10,-8,-16,-12,-0.8,0.1,6,1
Cc1ccc(-n2c(SCC(=O)N3CCOCC3)nnc2-c2ccncc2)cc1C,0.5,-9,3,-9,-15,0.5,0.8,20,-7
CN(C)c1ccc(N/C=C/C(=O)c2ccco2)cc1,0.0,-5,-14,5,-4,-0.4,0.0,9,-13
O=c1[nH][nH]c(C(F)(F)F)c1C=NCc1ccccc1Cl,1.4,-14,-1,9,0,0.9,1.3,16,-6
CC(=O)c1ccc(NC(=O)c2cc(CC(C)C)nc3ccccc23)cc1,·,6,·,34,·,·,3.0,7,-2
COc1ccc(OC)c(S(=O)(=O)Nc2ccc(C(N)=O)cc2)c1,2.5,-13,5,-2,5,0.1,0.4,7,-2
Oc1ccc(C=NNc2nc3ccccc3s2)c(O)c1,·,-3,·,2,·,·,0.7,7,·
Cc1ccc(NC(=O)CNC(=O)CN2C(=O)c3ccccc3C2=O)cc1,·,1,·,-11,·,·,0.1,12,·
CCC(=O)c1ccc(OCC(=O)OCC(=O)N2CCCc3ccccc32)cc1,9.2,-4,-17,19,-3,10.0,12,-18,·
COc1cc(/C(C)=C/c2ccccc2)c2c(c1)oc1ccccc12,0.6,·,-4,·,-20,0.3,·,·,-21
O=C(Cn1cnc2c(nnn2-c2ccccc2)c1=O)NCc1ccco1,-0.3,-1,0,5,-6,-0.2,0.3,17,0
COc1ccc(CN(CC(=O)NC2CCCC2)C(=O)c2ccc(-c3ccccc3)[nH]2)cc1,-2.4,-15,-23,2,1,0.0,0.3,17,-3
